Screening results as filed in PubChem.
hIAP act – increases human intestinal alkaline phosphatase activity. 330,000 compounds, 0.16% hits. AID 2524. activation factor at 10 µM. P09923. purified human IAP, CDP-Star luminescence, 30 min; hits give high values; 1 = vehicle-only enzyme, 0 = enzyme-free background;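 active = activation factor of the enzyme at least 2-fold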; also: the source names both 10 and 20 µM as test concentration; values of inactives mirror those of a sister screen read the other way
Target sequence (P09923 whole entry, looked up): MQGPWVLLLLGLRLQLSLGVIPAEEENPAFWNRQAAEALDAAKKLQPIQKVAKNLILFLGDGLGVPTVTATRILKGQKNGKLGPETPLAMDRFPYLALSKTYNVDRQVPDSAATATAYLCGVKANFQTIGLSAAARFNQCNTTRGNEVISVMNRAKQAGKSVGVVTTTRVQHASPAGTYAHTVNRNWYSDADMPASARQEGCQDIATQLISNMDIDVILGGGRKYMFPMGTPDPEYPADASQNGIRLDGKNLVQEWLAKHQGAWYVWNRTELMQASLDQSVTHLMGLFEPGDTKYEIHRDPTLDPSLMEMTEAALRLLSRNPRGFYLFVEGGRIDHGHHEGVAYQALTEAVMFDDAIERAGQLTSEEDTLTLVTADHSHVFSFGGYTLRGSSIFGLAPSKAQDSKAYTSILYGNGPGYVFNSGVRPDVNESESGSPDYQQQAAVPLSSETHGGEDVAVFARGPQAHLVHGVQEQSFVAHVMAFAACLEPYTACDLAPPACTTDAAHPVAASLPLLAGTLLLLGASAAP
ATG4B inh – blocks human ATG4B protease cleavage of LC3 substrate. Q9Y4P1. ATG4B cleavage of LC3-PLA2, NBD-HPC fluorescence, 1 h. inhibition, % at 8.33 µM. 340,000 compounds, 0.51% hits; in the data active = inhibition above about 40%
APOBEC3A inh – human APOBEC3A DNA deaminase inhibition. P31941. recombinant A3A, FAM/TAMRA ssDNA deamination fluorescence. inhibition, % at 20 µM. 330,000 compounds, 0.41% hits. AID 493011;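 active = at least 40% inhibition at 20 µM here, with at most 30% in a related deaminase screen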;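 also: plate controls were A3A with DMSO for no effect and wells lacking A3A enzyme for full effect; some results filed as inactive read as strong as hits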
Target sequence (P31941 whole entry, looked up): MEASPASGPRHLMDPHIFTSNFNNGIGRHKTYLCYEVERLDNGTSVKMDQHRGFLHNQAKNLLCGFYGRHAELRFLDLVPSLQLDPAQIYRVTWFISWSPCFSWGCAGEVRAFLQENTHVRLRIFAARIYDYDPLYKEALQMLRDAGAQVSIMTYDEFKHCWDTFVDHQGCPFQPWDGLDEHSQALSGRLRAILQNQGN
PfG6PD inh – PfG6PD (Plasmodium falciparum) enzyme inhibition; 350,000 compounds, 0.78% hits; PfGluPho enzyme, NADPH resazurin-diaphorase fluorescence; inhibition, % at 20 µM;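 active = inhibition reaching at least a set limit at 20 µM in the primary screen, cut at about 59% in these data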;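 also: 0% = DMSO wells with substrate and 100% = DMSO wells lacking glucose-6-phosphate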
mIAP inh – mouse IAP inhibition; 330,000 compounds, 0.2% hits; purified mouse IAP, CDP-Star luminescence, 30 min; inhibition, % at 10 µM;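 active = inhibition of at least 40% at 10 µM in the primary screen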;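 also: plate controls were DMSO with enzyme for no effect and no enzyme wells for full effect; values of inactives mirror those of a sister screen read the other way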
HKDC1 inh – inhibitors of human hexokinase HKDC1. Q2TB90. recombinant HKDC1, G6PDH/diaphorase resazurin coupled fluorescence. inhibition, % at 20 µM. 340,000 compounds, 0.16% hits;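 active = inhibition above about 35% when tested at 20 µM, limit read from the data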;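 also: plate controls were DMSO wells with enzyme for no effect and DMSO wells lacking enzyme for full effect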
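Assay system: recombinant HKDC1 hexokinase; detection: coupled resazurin fluorescence, excitation 525 nm, emission 613 nm; benchmarks: DMSO-plus-enzyme-mix negative control, buffer-substituted positive control; compound dosing: single 20 µM dose; schedule: 90 min at room temperature in dark; also added: glucose plus 1 mM ATP as hexokinase substrates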
mIAP activ – increases mouse intestinal alkaline phosphatase activity; muIAP, CDP-Star luminescence, 30 min; hits give high values; 1 = vehicle-only enzyme signal, 0 = enzyme-free wells; activation factor at 10 µM; 330,000 compounds, 0.24% hits;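 active = activation factor of at least 2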; also: the source names both 10 and 20 µM as test concentration; values of inactives mirror those of a sister screen read the other way
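System: Mouse IAP enzyme | Also added: CDP-Star substrate | Dosing: Compounds dispensed in DMSO | Schedule: 30 min enzyme-substrate-compound incubation at room temperature | Technique: Chemiluminescence readout | Control set: DMSO-only wells and no-enzyme negative control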
hIAP inh – human IAP inhibition. purified IAP, CDP-Star luminescence, 30 min. inhibition, % at 10 µM. 330,000 compounds, 0.12% hits. P09923;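 active = inhibition reaching a set limit with compound at 10 µM in the primary screen, cut at about 35% in these data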;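 also: plate controls were DMSO wells with enzyme for no effect and no-enzyme buffer wells for full effect; values of inactives mirror those of a sister screen read the other way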
Active calls of the source: *.

no.	hIAP act	ATG4B inh	APOBEC3A inh	PfG6PD inh	mIAP inh	HKDC1 inh	mIAP activ	hIAP inh	SMILES
1	1.1	-3	-1	-14	5	-7	0.95	-8	O=C1CCCC2=C1C(c1ccccc1O)C1=C(CCCC1=O)O2
2	1.1	-7	6	-3	7	-11	0.93	-7	NC(=O)c1cccc(C(N)=O)n1
3	1	3	-4	-9	5	-4	0.95	-2	C#CCNC(=O)C1=C[C@H](c2coc3ccccc3c2=O)[C@@H](CCCO)[C@H](OCC)O1
4	1.1	5	0	-19	5	-8	0.95	-8	O=C(CN1CCCC1)Nc1c2c(cc3c1CCC3)CCC2
5	1.1	0	0	1	-1	-3	1	-13	CC(CNC(=O)c1ccco1)NC(=O)c1ccco1 (stereo not given)
6	0.97	0	2	-2	1	-4	0.99	3	Cc1cnc(C(=O)OCC(=O)Nc2ccc(Oc3ccccc3)cc2)cn1
7	0.93	-6	1	15	2	4	0.98	7	COc1cc(CN(C)Cc2cc(=O)oc3cc(C)c(Cl)cc23)ccc1OC(F)F
8	0.96	-1	-2	-9	-2	-6	1	4	O=C(O)Cc1ccc(OCc2ccc(Cl)nc2)cc1
9	0.88	-8	-1	4	-17	2	1.2	12	O=C(Nc1cc(S(=O)(=O)N2CCCCC2)ccc1Cl)c1ccc(F)cc1
10	0.92	-5	-2	23	6	12	0.94	8	CO/N=C/c1cc([N+](=O)[O-])ccc1Sc1ccc(C)cc1
11	1.2	-5	2	-5	-1	-2	1	-19	CC(=O)N1CCN(S(=O)(=O)c2cccc(C(=O)NCCc3ccc(Cl)cc3)c2)CC1
12	0.98	-7	-3	-1	-6	-8	1.1	2	COc1ccc2[nH]c(C)c(CCNC(=S)Nc3cc(C)ccc3C)c2c1
13	1	-1	-5	4	-6	-4	1.1	-4	Cc1onc(-c2ccccc2Cl)c1C(=O)NCc1ccccc1F
14	1	-2	-4	39	14	0	0.86	-1	CC(C)(C)c1nnc(NC(=O)c2cc(-c3ccccc3)nc3ccccc23)s1
15	1.1	12	-10	6	-18	-6	1.2	-9	CSc1nc2c(c(=O)n1-c1ccccc1)SCC2
16	1	19	0	-3	1	-12	0.99	0	CC1CCN(C(=O)C2CCN(S(=O)(=O)c3cccnc3)CC2)CC1
17	0.85	-5	0	-13	18	-8	0.82	15	COc1ccc(-c2sc(NC(=O)c3ccc(C)cc3)nc2-c2ccc([N+](=O)[O-])cc2)cc1
18	0.86	4	4	10	-8	-3	1.1	14	COc1ccc(NC(=O)CN2CCN(C3c4ccccc4-c4ccccc43)CC2)cc1
19	0.95	2	-1	-26	37	6	0.63	5	CC(=O)c1ccc(NC(=O)CN2C(=O)/C(=C/C=C/c3ccccc3)SC2=S)cc1
20	0.76	5	4	-2	-8	-1	1.1	24	CS(=O)(=O)N(CC(=O)N1CCN(Cc2ccc3c(c2)OCO3)CC1)c1ccc2c(c1)OCO2
21	0.93	0	-5	13	1	-1	0.99	8	O=C(Nc1cc(Cl)ccc1N1CCCCC1)c1cccs1
22	1	27	-1	13	5	-1	0.95	-1	CCN1CCCc2cc(CN(CCN3CCOCC3)C(=S)Nc3ccc(C)cc3)ccc21
23	0.95	-1	3	7	-3	-8	1	5	COc1cc(OC)cc(C(=O)Nc2ccc(CN3CCCCC3)cc2)c1
24	1.1	2	-2	-14	-4	2	1	-10	Cc1ccnc(NS(=O)(=O)c2cc(-c3cc(C)no3)ccc2C(C)C)c1
25	1.2	10	-1	-15	8	-1	0.92	-24	CC(O)CNc1nc2ccccc2n1CC(=O)N1CCN(Cc2ccccc2)CC1 (stereo not given)
26	0.91	4	-5	2	-1	-10	1	9	Cc1nn(C(C)C(=O)Nc2sc3c(c2C#N)CCCC3)c(C)c1[N+](=O)[O-] (stereo not given)
27	1.1	-13	8	20	-3	-1	1	-10	Cc1ccc(C2(C)NC(=O)N(CC(=O)Nc3cc(S(=O)(=O)N4CCCCC4)ccc3OC(C)C)C2=O)cc1 (stereo not given)
28	1.1	-2	2	3	-4	-2	1	-8	O=C(CNc1ccc(F)cc1F)NC(=O)NCc1ccco1
29	0.97	-3	-2	5	-2	-4	1	2	O=C(COc1ccccc1Cl)Nc1ccccc1C(=O)NC1CC1
30	1.1	-3	-2	6	2	-3	0.98	-7	Cc1cc(C)cc(N(CC(=O)NCCSc2ccccn2)S(=O)(=O)c2ccccc2)c1
31	0.95	-12	1	-5	-6	-9	1.1	5	CCn1c(CNC(=O)c2cccs2)nnc1SCC(=O)Nc1cc(Cl)ccc1C
32	1.1	-10	0	-4	-6	1	1.1	-13	Cc1ccc(NC(=O)N2CCC(c3nc4c(nnn4Cc4cccc(Cl)c4)c(=O)[nH]3)CC2)cc1
33	0.94	8	1	15	2	-6	0.98	6	Cc1cccc(C)c1NC(=O)C(=O)NCC1CCCN1S(=O)(=O)c1cccs1 (stereo not given)
34	1.1	-6	-2	-2	-20	-5	1.2	-12	CC(NC(=O)CN1C(=O)NC2(CCc3ccccc32)C1=O)c1ccc2c(c1)OCCO2 (stereo not given)
35	1.2	9	-1	-6	-4	-6	1	-24	CCNC(=O)CN(Cc1ccccc1)S(=O)(=O)c1ccccc1
36	0.96	-5	0	-7	5	2	0.95	4	NC(=O)CCSC(=S)N1CCOCC1
37	0.88	1	3	14	9	14	0.91	12	Cc1ccc(-c2nc3c(=O)n(C)c4ccccc4c3o2)cc1
38	0.99	-1	0	9	-4	3	1	1	CCOC(=O)/C=C1\CN(CCC(C)C)S(=O)(=O)c2ccccc21
39	0.98	4	-3	1	2	2	0.98	2	COCCn1cnnc1SCC(=O)Nc1cccc(S(=O)(=O)N2CCCCC2)c1
40	0.95	-3	-4	-6	6	-12	0.94	5	O=C(NCC(=O)N1CCC(N2CCCCC2)CC1)C1CCCCC1
41	1.1	8	-3	-9	-3	-3	1	-6	Cc1cccc(C(=O)O)c1NC(=O)c1ccc(F)cc1
42	1.1	-9	4	0	13	-5	0.87	-12	CC(C)CCn1c(N2CCC(C(N)=O)CC2)nc2c1c(=O)[nH]c(=O)n2C
43	0.79	6	-7	-7	1	1	0.99	21	O=C(Nc1ccc(F)cc1Cl)C1=COCCO1
44	0.84	-12	2	11	4	-2	0.96	16	COC(=O)c1c(/N=C/N(C)C)sc2c1CCN(c1ncc(C(F)(F)F)cc1Cl)C2
45	0.94	-7	-5	13	-11	-2	1.1	6	CCOC(=O)[C@@H]1[C@H]2COc3ccc(Br)cc3[C@@H]2N2C(=O)N(c3ccc(OC)cc3)C(=O)[C@@]12C
46	1	-18	4	17	10	5	0.9	-2	COc1ccc(S(=O)(=O)N2CCOCC2)cc1NC(=O)c1cc2c(s1)CCCC2
47	0.85	1	1	26	4	-4	0.96	15	CCCN1CCCc2cc(CN(CCCN3CCOCC3)C(=O)Nc3ccc(OCC)cc3)ccc21
48	1.2	0	5	24	0	0	1	-18	Cc1cc(NC(=O)CCC(=O)N(CC2CCCO2)C(C(=O)NC2CCCC2)c2ccccc2C)no1 (stereo not given)
49	0.99	-12	-2	-4	2	-5	0.98	1	O=C(Cc1csc(-c2ccccc2)n1)NCC(=O)Nc1ccc(F)c(F)c1F
50	0.73	-11	-1	-8	-4	12	1	26	Cc1nnc2ccc(-c3ccc(NS(=O)(=O)c4ccc(Cl)s4)cc3)nn12
51	0.98	6	0	-5	5	-6	0.95	2	COc1ccc(CCNC(=O)c2ccc3c(c2)S(=O)(=O)N=C2CCCCCN23)cc1
52	1.2	-22	3	18	6	1	0.94	-23	CCOC(=O)c1cnc2c(Cl)c(Cl)ccc2c1N1CCN(C)CC1
53	1.1	-15	-4	5	-2	4	1	-11	CCN1C(=O)c2cccc3c(NC(=O)c4ccc(S(=O)(=O)N(C)C)cc4)ccc1c23
54	0.91	12	9	-3	15	0	0.85	9	Cc1cccc(N=C2NC(=O)S/C2=C\c2ccco2)c1
55	1.1	9	0	-2	-11	-8	1.1	-5	CCOC(=O)C(C)(C)Oc1ccc(Cl)cc1
56	1.1	-9	8	53	8	-14	0.92	-9	Cc1ccc(-n2c(N)c(C(=O)N3CCOCC3)sc2=S)cc1
57	1.1	-7	-1	1	-14	-1	1.1	-9	CCOc1ccc(C2C(C(=O)Nc3ccc(F)cc3)=C(C)Nc3nc(CCCO)nn32)cc1 (stereo not given)
58	1.1	-10	-2	-6	8	0	0.92	-6	COc1ccc(Cl)cc1NC(=O)CSc1ncnc2c1oc1ccccc12
59	0.8	4	3	-5	-3	-10	1	20	COC(=O)CN(c1ccc(F)cc1)S(=O)(=O)c1ccc2c(c1)OCCO2
60	1.2	-6	-3	4	-7	2	1.1	-16	CCOc1ccc(N(CC(=O)Nc2cc(C)cc(C)c2)S(C)(=O)=O)cc1

Taken from above.
Under mIAP inh, CCCN1CCCc2cc(CN(CCCN3CCOCC3)C(=O)Nc3ccc(OCC)cc3)ccc21 is listed with 4
Under HKDC1 inh, O=C(Nc1ccc(F)cc1Cl)C1=COCCO1 is listed with 1
Under PfG6PD inh, Cc1cccc(N=C2NC(=O)S/C2=C\c2ccco2)c1 is listed with -3
Under PfG6PD inh, CCOC(=O)[C@@H]1[C@H]2COc3ccc(Br)cc3[C@@H]2N2C(=O)N(c3ccc(OC)cc3)C(=O)[C@@]12C is listed with 13

(next part)
no.	hIAP act	ATG4B inh	APOBEC3A inh	PfG6PD inh	mIAP inh	HKDC1 inh	mIAP activ	hIAP inh	SMILES
61	0.85	-11	3	-4	-6	-3	1.1	15	COc1ccccc1N1CCN(C(c2cccs2)c2nnnn2C2CCCC2)CC1 (stereo not given)
62	0.91	5	-2	-11	-4	7	1	9	COCCN1CCN(C(=O)c2cc(COc3ccc(Cl)cc3OC)on2)CC1
63	1	-3	8	113*	-4	-7	1	0	O=C(Nc1ccc(Cl)cc1Cl)c1cccc(N2C(=O)C=CC2=O)c1
64	0.81	-12	-3	28	-18	-13	1.2	20	COc1cc(NS(=O)(=O)N2CCCC2)cc(OC)c1OC
65	1	5	-3	-17	6	-1	0.94	0	O=C1NC(c2ccccc2)CCC1(Cl)Cl (stereo not given)
66	0.97	-10	-1	14	0	13	0.99	3	Nc1cccc(-c2cc(-c3ccccc3)nc(-c3cccc(N)c3)n2)c1

Two of the compounds above, field by field.
42. CC(C)CCn1c(N2CCC(C(N)=O)CC2)nc2c1c(=O)[nH]c(=O)n2C
  hIAP act: 1.1
  ATG4B inh: -9
  APOBEC3A inh: 4
  PfG6PD inh: 0
  mIAP inh: 13
  HKDC1 inh: -5
  mIAP activ: 0.87
  hIAP inh: -12
43. O=C(Nc1ccc(F)cc1Cl)C1=COCCO1
  hIAP act: 0.79
  ATG4B inh: 6
  APOBEC3A inh: -7
  PfG6PD inh: -7
  mIAP inh: 1
  HKDC1 inh: 1
  mIAP activ: 0.99
  hIAP inh: 21
